RORg inh: inhibitors of mouse ROR gamma transcriptional activity | P51450 | Drosophila S2 Gal4-RORgamma UAS-luciferase reporter, 20 h | Potency, µM (highest dose often 53.6 µM), for inactives: top-dose activity change, negative = inhibition, hits mostly inhibitors | hit rate 5.4% among 310,000 | AID 2551; note: % is set by controls: 0 for no effect and ±100 for the full control effect; nearly all actives have a fitted effect of over 60% in size
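Stably transfected Drosophila Schneider cells are the test system, with ROR gamma fused to Gal4 and luciferase under UAS control; luminescence is read after 20 hr of 700 uM copper sulfate induction at ambient temperature.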
p53 reactivation: restores transcriptional activity of mutant p53; H1299 p53-A138V BP100-luciferase reporter, luminescence, 24 h; Potency, µM (titrated, usually from 92.2 µM), without a hit: at the top dose activity change, positive = activation, actives largely listed as activators; hit rate 0.063% among 320,000; AID 504706; note: % of control where 0% means no effect; nearly all actives have a fitted effect of over 45% in size
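H1299 (p53-null), stable ts p53-A138V + BP100-Luc; 1000 cells/well, Opti-MEM/10% FBS; cpd 4 pt, 1:5; 24 h, 37 deg C, 5% CO2; detection reagent 10 min RT; luminescence.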
ELG1 genotox: inducers of genotoxicity in HEK293T ELG1-luciferase cells | HEK293T ELG1-luciferase reporter, luminescence, 16 h | hit rate 1.3% among 330,000 | Potency, µM (series often up to 46 µM), for inactives: at the top dose activity change, positive = activation, actives largely listed as activators; note: % of control where 0% means no effect; nearly all actives have a fitted effect of over 60% in size
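Genotoxic stress is detected as increased luminescence from luciferase-tagged ELG1 in HEK293T cells, measured with ONE-Glo after a 16 hr treatment at 37 °C.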
NPC1 prom act: activates the NPC1 promoter; Huh7 NPC1 promoter luciferase reporter, 24 h; Potency, µM (series often up to 9.22 µM), for inactives: at the top dose activation, actives largely listed as activators; hit rate 2.4% among 320,000; AID 485313;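 note: % of control where 0% means no effect; nearly all actives have a fitted effect of over 60% in size; reporter is driven by a mutant NPC1 promoter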
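Huh7 reporter cells (NPC1 promoter driving luciferase) are dosed with compound for 24 h at 37 °C, 5% CO2; luciferase detection reagent is then added and luminescence measured after 10 min at ambient temperature.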
MBNL1-CUG inh: inhibitors of human MBNL1 binding to CUG repeat RNA. TR-FRET MBNL1-His/biotin-(CUG)12 binding, 665/545 ratio. Potency, µM (top dose mostly 57.5 µM), for the others: at the highest dose activity change, negative = inhibition, actives largely listed as inhibitors. hit rate 0.036% among 280,000; active = well fitted inhibition curve with a large enough effect in the signal ratio, with a control signal flat, not every such curve was filed as active; inconclusive = small, poorly fitted or top-dose-only effect, or effect the other way, or a change in a side signal; inactive = no such curve, though single readings can be large or run the other way; the % refers to the signal ratio; note: % is set by controls: 0 for no effect and ±100 for the full control effect
Target sequence (Q9NR56 whole entry, looked up): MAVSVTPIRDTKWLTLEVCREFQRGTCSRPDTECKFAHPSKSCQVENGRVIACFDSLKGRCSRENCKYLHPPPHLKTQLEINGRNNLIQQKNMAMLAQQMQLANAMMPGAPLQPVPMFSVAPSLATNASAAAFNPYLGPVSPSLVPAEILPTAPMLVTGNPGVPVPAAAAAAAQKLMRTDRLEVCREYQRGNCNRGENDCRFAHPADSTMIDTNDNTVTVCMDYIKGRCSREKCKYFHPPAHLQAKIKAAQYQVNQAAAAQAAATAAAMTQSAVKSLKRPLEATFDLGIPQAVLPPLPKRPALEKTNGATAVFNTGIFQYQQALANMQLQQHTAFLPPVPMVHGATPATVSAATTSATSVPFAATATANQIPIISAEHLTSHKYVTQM
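Ratiometric TR-FRET (665 over 545 nm, excitation 340 nm) tracks disruption of MBNL1-His/biotin-(CUG)12 complex after 60 min at room temperature, with compounds at 92 nM to 58 uM final.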
Rab9 prom act: Rab9 promoter activation. Huh7 Rab9 promoter-luciferase reporter, luminescence, 24 h. Potency, µM (highest dose often 9.22 µM), without a hit: at the top dose activation, negative = inhibition, actives largely listed as activators. hit rate 2.8% among 320,000. AID 485297; note: % of control where 0% means no effect; nearly all actives have a fitted effect of over 60% in size
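Rab9 promoter-driven luciferase in stably transfected Huh7 cells; 1500 cells/well rested 2 h, exposed to compound in DMSO for 24 h at 37 °C, 5% CO2. Luminescence read 10 min after adding luciferase reagent at ambient temperature.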
BRCA1 expr act: increases BRCA1 expression; MCF7-BRCA1-FFLuc reporter, luminescence, 48 h; response scale: scaled: vehicle 0%, 10 µM genistein 100%; Potency, µM (top dose mostly 46.1 µM), without a hit: at the top dose activation, actives largely listed as activators; hit rate 1.1% among 380,000; AID 624202; note: nearly all actives have a fitted effect of over 80% in size; some results filed as inactive show a strong effect at the top dose
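MCF7 cells carrying a BRCA1-firefly luciferase reporter (2000 cells/well, phenol-red free MEM) were attached for 2 h at 37 °C, then given compounds for 48 h. Luminescence was read 15 min after luciferase reagent; activity normalized to genistein (10 microM) and DMSO.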
uPA generation: cell surface uPA generation inhibition; cell surface uPA generation assay, qHTS; Potency, µM (titrated, usually from 38.3 µM), inactives show at the highest dose activity change, negative = inhibition, usual class: inhibitors; hit rate 0.31% among 330,000; active = well fitted inhibition curve with a large enough effect; inconclusive = small, poorly fitted or top-dose-only effect; inactive = no such curve, though single readings can be large or run the other way; tested in mouse RAW 264.7 cells; note: % is set by controls: 0 for no effect and ±100 for the full control effect; nearly all actives have a fitted effect of over 55% in size
Gal4-VP16 FLuc: counter-screen for ROR gamma inhibitors: Gal4-VP16 reporter | Drosophila S2 Gal4-VP16 UAS-luciferase, luminescence, 20 h | Potency, µM (series often up to 53.6 µM), for inactives: at the top dose activity, negative = inhibition, actives largely listed as inhibitors | hit rate 3.5% among 310,000 | AID 2546;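 note: Gal4-VP16 expression switched on by copper sulfate through the metallothionein promoter; % is set by controls: 0 for no effect and ±100 for the full control effect; nearly all actives have a fitted effect of over 50% in size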
FLuc counter: inhibits or activates purified firefly luciferase, miR-21 counter-screen | Potency, µM (highest dose often 57.5 µM), without a hit: top-dose activity change, negative = inhibition, actives largely listed as inhibitors | hit rate 6.9% among 360,000 | P08659 | purified FLuc, Km substrates, luminescence inhibition;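 note: plate controls were vehicle for no effect and reference inhibitor for full effect; nearly all actives have a fitted effect of over 55% in size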
Target sequence (P08659 whole entry, looked up): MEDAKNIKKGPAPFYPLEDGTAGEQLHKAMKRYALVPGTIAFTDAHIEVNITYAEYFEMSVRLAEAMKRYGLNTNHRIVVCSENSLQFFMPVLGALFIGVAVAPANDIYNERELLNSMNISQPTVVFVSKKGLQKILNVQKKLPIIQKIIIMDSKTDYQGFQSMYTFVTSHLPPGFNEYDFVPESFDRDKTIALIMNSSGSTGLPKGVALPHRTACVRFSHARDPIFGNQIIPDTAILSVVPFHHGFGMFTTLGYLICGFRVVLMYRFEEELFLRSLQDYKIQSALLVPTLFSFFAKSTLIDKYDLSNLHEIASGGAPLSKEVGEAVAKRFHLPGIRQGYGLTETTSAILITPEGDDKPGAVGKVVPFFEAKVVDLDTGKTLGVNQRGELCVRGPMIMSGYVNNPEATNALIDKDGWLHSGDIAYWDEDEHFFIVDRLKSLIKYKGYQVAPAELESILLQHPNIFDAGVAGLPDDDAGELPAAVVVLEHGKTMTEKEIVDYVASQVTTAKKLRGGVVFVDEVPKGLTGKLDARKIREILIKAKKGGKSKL
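Purified P. pyralis luciferase (10nM final) with 10uM D-luciferin and 10uM ATP (Km levels) in 50mM Tris acetate pH 7.5, 10mM Mg acetate, 0.01% Tween-20, 0.05% BSA; qHTS 6-point titration, ~60 µM downward; luminescence read.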
The depositor's hits bear a star; ? = inconclusive; nt = no result given; [ ] = remark or other dose. Unless noted, calls come from the whole dose curve; as a rule, active = well fitted curve in the direction sought with a large enough effect; inconclusive = small, poorly fitted or top-dose-only effect, or another doubt; inactive = no such curve, though single readings can be large; an effect the other way counts as inactive or inconclusive. Potency is the fitted concentration of half-maximal effect.

compound | RORg inh | p53 reactivation | ELG1 genotox | NPC1 prom act | MBNL1-CUG inh | Rab9 prom act | BRCA1 expr act | uPA generation | Gal4-VP16 FLuc | FLuc counter
CC1CCCCC1NC(=O)CSc1ccsc1[N+](=O)[O-] (stereo not given) | 27% | 8% | -10% | -2% | ? | -6% | -39% | -3% | -5% | -2%
Cc1ccc2c(c1)C(O)(CC(=O)c1cccc(-n3cccc3)c1)C(=O)N2 (stereo not given) | 23% | -3% | -7% | -1% | 15% | -3% | -6% | 5% | -4%[10 µM] | -2%
CC12CCC(=O)N1C(C(=O)Nc1nc(-c3cc(F)ccc3F)cs1)CS2 (stereo not given) | nt | -2% | -1% | -2% | nt | -1% | -4% | -3% | nt | -3%
CC1Cc2ccccc2N1C(=O)COc1cccc(-n2cnnn2)c1 (stereo not given) | 7% | -12% | -13% | 1% | 14% | 3% | -23% | -5% | 3% | -1%
CCOC(=O)C(=CNc1ccc(N2CCOCC2)cc1)C(=O)OCC | -2% | 2% | -8% | -3% | -6% | 1% | -1% | 29% | 9% | -11%
Cc1ccc2[nH]c3c(NCc4ccco4)ncnc3c2c1 | -27% | 17% | 8% | 1% | -4% | 4% | 32% | -7% | ? | 13µM*
Cc1ccc(S(=O)(=O)N2CCCC(C(=O)NCc3cccnc3)C2)cc1Cl (stereo not given) | ? | -6% | 3% | -3% | -6% | 1% | -13% | 1% | -6% | 7%
COC(=O)c1ccccc1NC(=O)Cn1cc(Br)cn1 | ? | 2% | -1% | 0% | 0% | 1% | 4% | -1% | -4% | 0%
O=C(NCc1ccco1)C(=O)NCC1OCCCN1S(=O)(=O)c1ccc(Cl)cc1 (stereo not given) | 30% | -3% | -2% | -3% | -3% | -2% | -12% | -29% | -16% | -2%
CC12CC3(C)CC(C)(C1)CC(C(=O)NCC(=O)O)(C2)C3 | 28% | -7% | 0% | 1% | -1% | -11% | 0% | -3% | 3% | -3%
CCOC(=O)Cc1cc(C)[nH]c1C(=O)OCC | 7% | -3% | 4% | -6% | -5% | -2% | 17% | 5% | 2% | -1%
COC(=O)CSc1nnnn1-c1cccc2ccccc12 | 1% | 1% | -4% | -3% | 1% | -3% | 5% | 14% | 2%[0.365 µM] | 5%
Cc1ccc(CNS(=O)(=O)NCc2ccccc2F)cc1 | 20% | -1% | -5% | -5% | nt | 0% | 0% | 7% | -16% | 1%
CNC(=O)COC(=O)/C=C/c1cn(-c2ccccc2)nc1-c1ccc2c(c1)OCCO2 | -33% | 1% | -4% | -4% | -5% | 18% | -23% | 3% | -22% | -16%
CN(C)c1nc(NC(C)(C)C)nc(SCC(=O)Nc2ccccc2)n1 | 28% | -6% | -5% | -1% | nt | 1% | -26% | -1% | -4% | 3%
CC1CCCN(C(=S)Nc2ccc(S(=O)(=O)N3CCCCC3)cc2)C1 (stereo not given) | ? | -4% | -4% | -2% | 2% | -9% | -37% | -2% | -11% | 0%
CCc1ccccc1Nc1nc(N)nc(COC(=O)c2cccn2C)n1 | -7% | ? | ? | ? | 9% | ? | ? | nt | 11% | -29%
CCCN1CCC(NC(=O)CCc2nnc(Cc3cc(OC)ccc3OC)o2)CC1 | -20% | -4% | 1% | -4% | 4% | 1% | -8% | -1% | -12% | -8%
Cc1ccc(C)c(OCCC(=O)OCC(=O)N2c3ccccc3NC(=O)C2(C)C)c1 | nt | -4% | 0% | -1% | nt | -4% | 3% | 8% | nt | 5%
CCC(=O)Nc1cccc2ccccc12 | -13% | 1% | -2% | -1% | 6% | 3% | -3% | 0% | 3% | 1%
O=C(C[n+]1ccc(C(=O)N/N=C/c2ccc(Br)cc2)cc1)c1ccccc1 | -27% | -1% | -1% | -1% | ? | -1% | -13% | 0% | -1% | -10%
O=C(NCc1ccccc1F)C1CCCN1C(=O)Nc1ccccc1 (stereo not given) | ? | nt | -7% | -5% | -3% | 2% | 5% | 18% | 0% | 7%
O=C(COC(=O)CC1c2ccccc2CCN1S(=O)(=O)c1ccc(F)cc1)Nc1ccccc1 (stereo not given) | 4% | -10% | -3% | -1% | 4% | 1% | -16% | -2% | 1% | -1%
COc1ccc(NC(=O)c2cc(C)cc(C)c2)cc1[N+](=O)[O-] | 15% | -6% | 2% | 0% | ? | 6% | 4% | -6% | 7% | -11%
CCc1ccc(NC(=O)c2cccnc2)cc1 | -17%[0.365 µM] | ? | ? | ? | 3% | ? | 23% | -2% | nt | ?
Cc1ccc(CCNC(=O)CCn2ccc3cc(S(=O)(=O)N4CCCC4)ccc32)cc1 | 6% | -9% | -10% | -3% | -2% | 1% | -8% | -3% | -8% | 2%
CCc1ccc(N(CC(=O)NCc2ccc(OC)cc2)C(=O)CCC(=O)Nc2ccccn2)cc1 | 28% | -4% | -8% | -2% | -6% | 3% | -21% | -12% | 0% | 0%
O=C(c1ccco1)N1CCN(C(=O)c2cnn3c(C(F)(F)F)cc(-c4cccs4)nc23)CC1 | -6% | 0% | -11% | -7% | ? | 1% | -6% | 14% | -11% | 7%
O=C1CCCC2=C1C(c1ccc(O)c(O)c1)Nc1ccc3ncccc3c12 (stereo not given) | 14% | -2% | ? | 1% | ? | 1% | -10% | 0% | -2% | ?
Cc1ccc(CS(=O)Cc2ccc(C(=O)N3CCN(C4CCCCC4)CC3)o2)cc1 (stereo not given) | 3% | 0% | -2% | -1% | -1% | -4% | -3% | -10% | -2% | 1%
O=C(CCN1c2ccccc2Sc2ccccc21)Nc1ccccc1 | 29% | 3% | -13% | 1% | 6% | -4% | -27% | -1% | -5% | -2%
CN(C)S(=O)(=O)c1cc(NC(=O)COC(=O)Cc2ccc(Br)cc2)ccc1Cl | 26% | 6% | 5% | -4% | -16% | 1% | -16% | 8% | -4% | -4%
CCc1ccc2c(c1)C1(SC(NC(C)=O)=NN1C(C)=O)C(=O)N2CC (stereo not given) | 16% | -1% | 6% | -7% | 0% | -6% | -8% | 6% | -8%[10 µM] | -1%
CN(C)S(=O)(=O)N1CCN(CC(=O)Nc2ccc(Br)cc2)CC1 | 13%[1.91 µM] | nt | -3% | -1% | 3% | -3% | -20% | -3% | -5% | 3%
CCOc1cc(CNn2cnnc2SCC(=O)NC(C)(C)C)ccc1OCC(=O)NC(C)(C)C | 8% | -2% | -5% | -1% | -5% | -1% | -18% | 3% | -15% | 2%
CCOc1ccc(NC(=O)c2ccco2)c([N+](=O)[O-])c1 | 29%[10 µM] | 4.5µM* | ? | 2µM* | nt | 1.6µM* | ? | -7% | -3% | 2.4µM*
O=C(NCCN1CCN(c2ccccc2)CC1)C1CCN(S(=O)(=O)c2cccc3nonc23)CC1 | -6% | 1% | -3% | 1% | 14% | 2% | -4% | 1% | -12% | -1%
O=C(CSc1nc2ccc(Cl)cc2[nH]1)c1cccs1 | 10% | 13% | 16% | 12% | 1% | 28% | -35% | -3% | -2% | 13µM*
CCOC(=O)N/N=C/C=C/c1ccccc1 | 7% | ? | ? | ? | ? | ? | ? | 3% | ? | ?
COc1ccc2c(c1OC)C(=O)N1N=C(c3ccc(F)cc3)CC21 (stereo not given) | 17% | 17% | -2% | 0% | ? | -5% | -14% | -9% | -4% | ?
COc1cc(/C=C(\NC(C)=O)C(=O)NC(C)(C)C)ccc1OC(C)=O | 0% | 3% | 0% | -3% | nt | -7% | -13% | 10% | 3% | 3%
CCCSc1nc(O)c(C2OC(=O)c3c2ccc(OC)c3OC)c(=O)n1-c1ccccc1 (stereo not given) | -11% | -1% | 4% | 0% | 5% | 3% | 9% | 4% | 9% | 8%
O=C(CCc1ccccc1)Nc1cccc(S(=O)(=O)N2CCOCC2)c1 | nt | 5% | -5% | nt | nt | nt | 0% | -30% | nt | nt
COc1ccc(NC(=S)NCc2ccco2)c(OC)c1 | 10µM* | -2% | 0% | 0% | -8% | -4% | 11% | -3% | 4% | -4%
COc1cccc(COC(=O)C2CCN(S(=O)(=O)c3ccc(C)cc3C)CC2)c1OC | nt | 2% | -1% | -8% | nt | 1% | -2% | -3% | nt | 3%
COc1ccc(C(=O)n2nc(-c3ccco3)nc2SC)cc1OC | -9% | 9% | -7% | 0% | 1% | 1% | 24% | -5% | 5% | -1%
CCCC/C(O)=C1\C(=O)CC(C)(C)CC1=Nc1ccccc1OC | -11% | -8% | -9% | 1% | 0% | -3% | -14% | nt | 0% | 5%
CCOc1ccc(NC(=S)NCCCN2CCN(c3ccc(OC)cc3)CC2)cc1 | 5µM* | 8% | -9% | 0% | -22% | 1% | -13% | -1% | ? | -1%
C/C(=N\NC(=S)NC1CCCCC1)c1c(F)cccc1F | 0.63µM* | 15% | -4% | -12% | nt | ? | 0% | -4% | 2.8µM* | -19%
O=C(CSc1nc2ccccc2n1CC(=O)N1CCCC1)Nc1nccs1 | 21% | -2% | -3% | 2% | -1% | -7% | 0% | nt | 5% | -2%
CN(CCOc1ccccc1)C(=O)C1CCN(C(=O)c2ccc(F)cc2)CC1 | -33% | -1% | 0% | -4% | -15% | 14% | -7% | -5% | -10% | 5%
O=C(Nc1cc(-c2ccccc2)[nH]n1)c1ccccc1 | -36% | ? | ? | 0.56µM* | 5% | 0.63µM* | ? | -4% | -21% | 4.8µM*
C/C(=N/NS(C)(=O)=O)c1ccc2ccccc2c1 | -20% | 8% | 3% | 0% | 14% | -9% | 27% | -2% | 3% | ?

Screening data deposited in PubChem BioAssay by National Center for Advancing Translational Sciences (NCATS).
